# Rtt109 HAT inh – blocks Candida albicans Rtt109/Vps75 acetyltransferase activity | Q5AAJ8 | purified Rtt109/Vps75, ThioGlo CoA-SH fluorescence, 4 h | inhibition, % at 34.9 µM | 330,000 compounds, 0.16% hits | AID 540336;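 active = inhibition of at least 50% in every replicate; inconclusive = best replicate reaches 50% inhibition but some replicates fall short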
# Target sequence (Q5AAJ8 whole entry, looked up): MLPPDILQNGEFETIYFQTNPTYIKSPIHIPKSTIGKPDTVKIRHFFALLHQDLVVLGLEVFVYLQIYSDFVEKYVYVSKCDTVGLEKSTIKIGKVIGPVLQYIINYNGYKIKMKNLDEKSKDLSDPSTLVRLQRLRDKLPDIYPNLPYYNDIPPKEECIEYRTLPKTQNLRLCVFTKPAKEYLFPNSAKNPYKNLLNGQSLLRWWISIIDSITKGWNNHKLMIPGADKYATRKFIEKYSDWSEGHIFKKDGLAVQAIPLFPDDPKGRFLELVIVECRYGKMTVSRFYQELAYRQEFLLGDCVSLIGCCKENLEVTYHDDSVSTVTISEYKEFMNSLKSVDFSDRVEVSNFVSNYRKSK
# C-LANA FP – inhibitors of KSHV LANA C-terminal domain DNA binding. MBP-C-LANA/FAM-LBS DNA binding, fluorescence polarization. inhibition, % at 9 µM. 340,000 compounds, 0.078% hits. AID 504423;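 active = highest replicate inhibition at or above 60% at 9 µM, even if other replicates fall short; inactive = all replicates below 60% inhibition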;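 also: 0% = neutral control wells and 100% = 4 µM acridine orange control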
# Cardiac RTF inh – cardiac RTF calcium desensitization; P19429+P45379; IANBD-labeled cardiac RTF, Ca2+ fluorescence; inhibition, % at 7.15 µM; 340,000 compounds, 0.12% hits; AID 493244;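 active = inhibition above the mean inhibition of all tested compounds plus 3 SD, cut at about 17% in these data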;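 also: assay run at fixed EC70 calcium of 1.6 mM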
# dFosB act – mouse delta FosB homodimer activation | AID 493131 | purified delta FosB, TAMRA-CDK5 oligo fluorescence polarization; percent of positive-control signal above neutral wells | activation, % at 25 µM | 340,000 compounds, 0.99% hits;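 active = mean activation above about 17%, with every replicate also reaching it, limit read from the data, passing the limit was not always enough; inconclusive = only one of the two conditions met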;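 also: fluorescence polarization rise as delta FosB binds a TAMRA Cdk5 AP-1 oligo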
# Mot1-301 SUMO – blocks SUMOylation pathway, rescuing yeast Mot1-301 growth; 320,000 compounds, 1% hits; growth rescue, % at 18.8 µM; AID 2716; S. cerevisiae Mot1-301 growth rescue, ATP luminescence, 38.5C; percent above DMSO median, 100 means doubled;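 active = every valid replicate shows activation above 250% relative to neutral control wells; inactive = the rest, any valid replicate at or below 250%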;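 also: OY570 slx delta 5 strain wells were the positive control but not used for scaling; some compounds called inactive have numbers as strong as hits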
# Keap1 Nrf2 FP – Keap1-Nrf2 (human) interaction inhibition | AID 504523 | inhibition, % at 9.4 µM | Q14145 | 340,000 compounds, 0.15% hits | Keap1 Kelch-Nrf2 peptide fluorescence polarization, 1536-well; in the data active = inhibition above about 12%; inconclusive = no clear call, values can overlap the other calls; inactive = below about 7.3%;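 also: human Keap1 Kelch domain with fluorescein labeled Nrf2 9mer peptide probe; 0% = neutral control wells and 100% = peptide positive control; higher means more block of Keap1 binding to Nrf2 peptide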
# NSD2 inh – blocks human histone methyltransferase NSD2; NSD2 peptide methylation, AlphaScreen, 120 min; O96028; 310,000 compounds, 0.54% hits; AID 743445; inhibition, % at 12.5 µM; in the data active = inhibition above about 50%
# PvdQ inh – P. aeruginosa PvdQ acylase inhibition; purified PvdQ acylase, fluorescence plate reader; inhibition, % at 10 µM; 340,000 compounds, 0.063% hits; AID 488965; in the data active = inhibition above about 30%, passing the limit was not always enough; inconclusive = no clear call, values can overlap the other calls;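 also: 0% = vehicle neutral wells and 100% = reference inhibitor wells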
# CDK5 p35 inh – blocks human CDK5/p35 kinase activity | Q00535+Q15078 | Recombinant CDK5/p35, ADP-Glo luminescence, 60 min | inhibition, % at 10 µM | 330,000 compounds, 0.01% hits | AID 488839;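 active = highest replicate inhibition of at least 50% and at least 75% of replicates reaching 50%; inconclusive = only one of the two criteria met; inactive = both criteria failed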;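 also: plate controls were DMSO neutral control for no effect and GW8510 at 10 µM for full effect; many of its hits are not listed in these tables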
# Target sequence (Q00535 whole entry, looked up): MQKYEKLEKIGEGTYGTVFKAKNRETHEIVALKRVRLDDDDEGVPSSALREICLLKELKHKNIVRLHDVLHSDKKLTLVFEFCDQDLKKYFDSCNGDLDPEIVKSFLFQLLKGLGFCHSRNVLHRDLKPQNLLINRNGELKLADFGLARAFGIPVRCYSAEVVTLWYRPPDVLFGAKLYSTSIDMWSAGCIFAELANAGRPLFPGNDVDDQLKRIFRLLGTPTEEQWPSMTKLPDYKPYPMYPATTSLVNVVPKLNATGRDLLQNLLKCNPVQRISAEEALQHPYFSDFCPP
# Target sequence (Q15078 whole entry, looked up): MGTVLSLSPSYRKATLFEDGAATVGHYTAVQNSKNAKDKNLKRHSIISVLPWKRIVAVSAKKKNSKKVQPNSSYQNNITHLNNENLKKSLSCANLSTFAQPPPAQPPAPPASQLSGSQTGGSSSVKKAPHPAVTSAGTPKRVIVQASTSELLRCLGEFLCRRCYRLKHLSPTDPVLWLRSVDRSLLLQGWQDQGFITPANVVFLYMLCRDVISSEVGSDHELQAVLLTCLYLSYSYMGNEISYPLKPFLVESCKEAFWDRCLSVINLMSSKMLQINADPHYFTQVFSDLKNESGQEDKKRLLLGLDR
# cardiac RTF act – cardiac RTF calcium sensitization; IANBD-labeled TnC RTF fluorescence at EC20 calcium; 0% EC20 calcium, 100% full calcium; 340,000 compounds, 0.24% hits; P19429+P45379; activation, % at 7.2 µM; AID 493008;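 active = activation above the mean over all tested compounds plus 3 SD, cut at about 30% in these data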;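 also: rise in fluorescence read as greater calcium sensitivity of cardiac thin filaments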
# PfHsp90 set2 – reduces growth (ATP signal) of yeast expressing P. falciparum Hsp90 | inhibition, % at 9.4 µM | S. cerevisiae expressing PfHsp90, BacTiter-Glo ATP, 48 h; yeast lacking PDR1 and PDR3 efflux regulators | 310,000 compounds, 0.32% hits;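 active = every replicate shows inhibition above about 80%, whatever the replicate mean, limit read from the data; inconclusive = mean inhibition reaches the set limit but some replicate falls short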;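 also: 0% = DMSO neutral controls and 100% = 20 µM radicicol positive controls; yeast relying on Plasmodium falciparum Hsp90 in place of its own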
# Numbers without * were called inactive; ? = inconclusive; / = not tested or not shown.
cpd	SMILES	Rtt109 HAT inh	C-LANA FP	Cardiac RTF inh	dFosB act	Mot1-301 SUMO	Keap1 Nrf2 FP	NSD2 inh	PvdQ inh	CDK5 p35 inh	cardiac RTF act	PfHsp90 set2
1	Cc1ccc(OCCC(=O)OCC(=O)c2c(N)n(C)c(=O)n(C)c2=O)cc1	6	0.1	12	-5	-5	-6	/	15	1.4	-2	-8
2	CCCCn1c(=O)c2c(O)cc(=O)oc2c2ccccc21	-1	0.6	-3	-2	21	-9	-6	2	0.0	0	31
3	O=C(Cc1ccc(S(=O)(=O)N2CCOCC2)s1)N1CCN(S(=O)(=O)c2ccccc2[N+](=O)[O-])CC1	8	0.6	-2	-10	/	1	1	-3	-0.1	0	-6
4	CCN(CC(=O)Nc1ccc(OC)cc1)C(=O)C1CCN(C(=O)c2ccc(Cl)cc2)CC1	12	1.7	-7	-12	0	-2	3	8	1.5	-3	15
5	CCOC(=O)c1[nH]c2c(c1C)C(=O)CC(c1ccc(OC)c(OC)c1)C2 (centres undefined)	-2	2.5	-11	-1	42	0	0	-11	-0.1	-5	/
6	COC(=O)c1ccc(NC(=O)CSc2nnc(-c3ccccc3Br)n2-c2ccccc2)cc1	4	0.3	-2	-8	-1	-5	0	-3	1.2	13	-7
7	CN(C(=O)c1ccc(S(=O)(=O)c2cccc(Cl)c2)c([N+](=O)[O-])c1)C1CCCCC1	0	0.0	-6	-5	6	-6	0	-8	-0.7	1	-11
8	COC(=O)[C@@]1(Cc2ccc(F)cc2)[C@H]2c3cc(C(=O)N(C)C)n(CCc4ccc(OC)c(Br)c4)c3C[C@H]2CN1C(=O)c1ccccc1	-2	-1.3	8	10	6	-7	/	1	1.8	4	-10
9	CNc1ccc(C(=O)OCC(=O)NCc2ccc3c(c2)OCO3)cc1[N+](=O)[O-]	-10	0.5	0	36*	0	-3	1	1	-1.1	-6	/
10	COc1cccc(NC(=O)CN(C)CC(=O)Nc2ccc3c(c2)CCC3)c1	6	2.5	-1	-15	/	-1	2	-8	-1.6	-2	3
11	COc1ccc(-c2csc(NC(=O)CCn3cnc4ccccc4c3=O)n2)cc1OC	-11	-0.4	0	?	0	2	0	-2	-0.9	-2	6
12	CC(C)OCCCNC(=O)C1CC(=O)N(CCc2ccc(F)cc2)C1 (centres undefined)	-15	0.3	1	1	3	-3	0	-12	2.0	-3	-14
13	O=C(O)CCn1c(C2CCCCC2)nc2ccccc21	-11	2.5	-6	-6	1	-4	1	-17	-0.1	-1	/
14	COc1cc(/C=C/C(=O)Nc2nnc(C(C)(C)C)s2)cc(OC)c1OC	0	-0.3	5	-4	178	0	-1	7	-0.1	6	8
15	CCn1c(SCC(=O)Nc2ccc(OC)c(OC)c2)nnc1-c1cnccn1	-4	1.2	-1	-7	7	-2	-5	-9	-0.4	-1	-65
16	Cc1ccc2c(c1)c1c3n2CCN(CC#N)C3CCC1 (centres undefined)	3	-1.3	-3	-13	17	-3	0	-10	-0.4	1	-2
17	Cn1ncc2c(Nc3ccc(Cl)cc3)ncnc21	-7	-2.1	-6	-6	-13	-2	-1	-3	1.6	0	21
18	O=C(N[C@@H](Cc1ccccc1)C(=O)N1CCC2(CC1)NCCc1[nH]cnc12)c1cccc(Br)c1	46	1.2	-2	6	-14	1	8	-1	-0.1	-4	4
19	O=C(C[n+]1cc(-c2ccc(Br)cc2)n2c1CCCCC2)c1ccccc1	15	0.9	-4	7	3	-6	3	0	2.9	3	-2
20	CO[C@H]1[C@@H]2C=CO[C@@H](O[C@H]3O[C@@H](CO)[C@H](O)[C@@H](O)[C@@H]3O)[C@@H]2[C@@]2(CO)O[C@@H]12	4	0.1	3	2	3	-3	/	-13	0.3	3	16

# (further entries)
cpd	SMILES	Rtt109 HAT inh	C-LANA FP	Cardiac RTF inh	dFosB act	Mot1-301 SUMO	Keap1 Nrf2 FP	NSD2 inh	PvdQ inh	CDK5 p35 inh	cardiac RTF act	PfHsp90 set2
21	O=C(COC(=O)c1ccc(S(=O)(=O)NCc2ccco2)cc1)NCCC1=CCCCC1	2	-0.6	6	-4	-10	-11	1	-14	-0.6	15	/
22	COc1cc(S(=O)(=O)N2CCN3CCCC3C2)ccc1-n1cnnn1 (centres undefined)	21	-0.5	-7	2	19	-1	26	6	1.2	-2	6
23	COc1ccccc1N1C(=S)N=C(Nc2c(C)cccc2C)C12CCCC2	6	2.6	-7	-6	30	-3	-8	-14	-0.7	8	-3
24	COc1ccc(C(=O)Nc2ccc(C(=O)OCC(=O)c3cccc4ccccc34)cc2)cc1	-3	3.8	8	-22	2	1	0	-8	1.3	-1	-8
25	O=[N+]([O-])c1ccc(CS(=O)Cc2ccccc2)cc1 (centres undefined)	0	-1.2	-9	0	/	-4	0	-19	0.8	0	17
26	NC(=S)c1ccc(C(N)=S)o1	10	0.6	-5	2	1	-1	5	9	4.7	-10	-18
27	O=C(O)C1Sc2[nH]c(=O)sc2C2c3cc(Br)ccc3OC(=O)C12 (centres undefined)	-4	-2.1	-2	0	-5	2	47	0	-1.0	0	22
28	Cc1cc(=O)n2nc(N3CCCC3C(=O)NCCCN3CC(C)CC(C)C3)sc2n1 (centres undefined)	7	-0.4	-1	-4	-8	-2	/	11	2.6	1	-7
29	CCCCN(C(=S)NC(=O)c1ccccc1)c1c(N)n(Cc2ccccc2)c(=O)[nH]c1=O	20	-0.8	12	-3	-4	-3	-2	5	1.1	2	4
30	CC12CN(NC(=O)c3ccccc3F)C3(C#N)CC1CCC23C (centres undefined)	-5	0.4	-16	-4	7	-2	5	-15	0.4	4	31
31	CC1CC1c1ccc(/C=C(\C#N)C(=O)Nc2ccc(Cl)cc2Cl)o1 (centres undefined)	13	3.3	-4	-17	-17	-7	-3	-23	-1.1	18	3
32	Oc1ccc(Br)cc1C=Nc1ccc2[nH]ncc2c1	7	-5.0	6	5	-9	1	16	1	-1.3	-2	5
33	O=C(NCCCn1ccnc1)C(=O)NCC1OCCCN1S(=O)(=O)c1ccc(F)cc1 (centres undefined)	/	0.4	-8	-3	3	-7	0	-17	-2.3	-3	10
34	Cc1nc(C)c(-c2ccc(SCC(=O)Nc3ccc(C)c(Cl)c3)nn2)s1	-10	0.2	-1	-6	-5	2	0	-5	-1.6	-2	4
35	COc1ccc(NC(=O)c2nn(C)cc2[N+](=O)[O-])cc1	4	-0.7	-1	-4	66	-5	-3	-1	1.1	3	-10
36	CCN(CC)c1ccc(NC(=O)c2cc(OC)cc(OC)c2)c(C)c1	-10	-0.5	1	-7	/	4	10	1	1.3	-2	-15
37	CC1CCN(C(=O)CN(c2ccc(Cl)c(C(F)(F)F)c2)S(C)(=O)=O)CC1	12	0.9	0	0	-28	-1	-2	12	0.2	-5	-3
38	N#CC(c1cccc(C(F)(F)F)c1)(c1ncc(C(F)(F)F)cc1Cl)N1CCOCC1 (centres undefined)	4	0.3	-2	-3	1	1	0	-15	-1.0	-2	-26
39	O=C(O)C1Nc2c(Cl)cc(Cl)cc2C2C=CCC12 (centres undefined)	-3	26	55*	-5	17	4	/	0	0.2	-40	-13
40	CC(=O)c1ccc(OCCNS(=O)(=O)c2ccc(-n3cnnn3)cc2)cc1	-2	-0.1	0	-1	-1	-5	-2	-17	1.1	-2	14

# More results.
cpd	SMILES	Rtt109 HAT inh	C-LANA FP	Cardiac RTF inh	dFosB act	Mot1-301 SUMO	Keap1 Nrf2 FP	NSD2 inh	PvdQ inh	CDK5 p35 inh	cardiac RTF act	PfHsp90 set2
41	Cc1cc(NC(=O)CSc2nc3ccccc3c(=O)n2Cc2ccc(F)cc2)no1	-1	-0.1	-1	42*	96	-4	0	9	-0.5	-4	/
42	CCN(CC)CCCn1c2c(c(SCC(=O)Nc3ccc4c(c3)OCO4)nc1=O)CCC2	1	-0.2	-7	2	-15	-4	23	-9	1.5	-5	-19
43	CC(=O)OCCNc1cc(N2CCN(C)CC2)c2noc3c2c1C(=O)c1ccccc1-3	0	-7.8	-8	-14	/	-72	/	14	3.4	3	16
44	COc1ccc(S(=O)(=O)N2CCOCC2)cc1NC(=O)COC(=O)CC1CC2CCC1C2 (centres undefined)	7	-0.4	-2	-1	-16	4	-1	-10	-0.4	-2	-17
45	CCc1ccc(NC(=O)Cn2ncc3c4ccccc4n(C)c3c2=O)cc1	-3	-1.4	-17	6	215	3	4	0	1.7	13	-4
46	COc1ccc(-c2nnc(CSc3nc4ccccc4c(=O)n3C)o2)cc1OC	-9	0.7	-1	-7	18	-6	/	-13	-0.1	3	40
47	CC1(C)S[C@@H]2[C@H](NC(=O)COc3ccccc3)C(=O)N2C1C(=O)OCc1ccccc1 (some centres undefined)	9	0.1	-6	-5	343*	0	/	-12	0.7	1	/
48	COc1ccccc1/C=C/CN1CCCC(CCC(=O)NCc2ccccc2F)C1 (centres undefined)	8	0.4	-1	0	26	-3	2	-21	0.4	3	9
49	C=CC[C@@H](CC(=O)N(CCO)Cc1ccccc1)C(=O)N[C@@H](COC(=O)[C@@H](CC=C)Cc1ccc(F)cc1)Cc1ccccc1	6	-1.9	-8	-2	5	-8	/	-1	-3.4	22	-12
50	C#CCOCCOCCOCCNc1nc(N2CCN(C(=O)[C@H](CCC(=O)O)n3cc([C@@H](N)[C@H](C)CC)nn3)CC2)nc(N2CCN(C(=O)[C@H](CCCCN)n3cc([C@@H](N)CC(N)=O)nn3)CC2)n1	2	1.0	-1	-4	-3	-1	/	-14	0.4	3	8
51	CC(C)(C)CC(C)(C)NC(=S)NC1CCN(Cc2ccccc2)CC1	24	1.1	1	2	212	-6	/	-1	-0.2	-16	16
52	CCCCN(C)C(=O)C1CCN(Cc2cccnc2)CC1	-1	-0.4	5	-2	-12	1	0	-1	-0.6	-7	1
53	COc1ccc(S(=O)(=O)N2CCN(C(=O)CCC3CCCC3)CC2)cc1	2	-1.5	-3	-4	-7	2	2	-4	-0.3	-1	-6
54	COC(=O)c1ccc(/C=C/C(=O)O)cc1	-3	-2.0	6	-1	-1	1	-4	4	0.8	8	-23
55	CCOC(=O)C1=C(O)C(Nc2nccs2)(C(F)(F)F)N=C1C (centres undefined)	-1	0.8	-5	8	3	-1	2	-6	-1.5	2	55
56	O=C(NCc1ccccc1Cl)C1=CC=CN2CCS(=O)(=O)N=C12	5	-0.1	-2	0	-23	2	-2	-3	0.8	2	32
57	CN1C(=O)NC(NS(=O)(=O)c2ccc(N)cc2)(C(F)(F)F)C1=O (centres undefined)	2	-0.5	0	0	5	3	-5	10	-6.1	0	6
58	Cn1c(Cl)c(C(=O)Nc2ccccc2)c2ccccc21	-6	-0.4	-4	5	5	-3	1	4	-1.8	-2	-5
59	COc1cccc(OCc2nc(-c3ccc(Br)o3)no2)c1	-5	1.5	-1	-4	/	1	-2	1	0.8	3	/
60	COc1ccc(NC(=O)Cc2nnc(SCC(=O)NC3CCCC3)n2C)cc1	-19	-0.7	-15	-5	13	-4	-1	-5	1.0	1	-13

# High-throughput results (PubChem BioAssay)
